# Assay outcomes (PubChem)
# Shiga toxin inh: A qHTS for Small Molecule Inhibitors of Shiga Toxin; Vero cells, Shiga toxin protein synthesis inhibition reporter; inhibition, % at 38.7 µM; 9.2% of 290,000 active; AID 2315, 2010; in the data active = inhibition mostly above about 28%, no sharp cut-off; inactive = mostly below about 43%; also: 0% is about no effect
# Cycloheximide cs: Cycloheximide Counterscreen for Small Molecule Inhibitors of Shiga Toxin. cell reporter, cycloheximide protein synthesis inhibition counterscreen. 12% of 300,000 active. max response, %; in the data active = max response mostly above about 13%, no sharp cut-off; inactive = mostly below about 14%; also: read at 38.3 µM for the half of the compounds with a filed dose; 0% is about no effect
# Pf growth 96h: Primary qHTS for delayed death inhibitors of the malarial parasite plastid, 96 hour incubation; 6.9% of 320,000 active; P. falciparum luciferase reporter growth, 96 h; Potency, µM (series often up to 28.7 µM), for inactives: at the highest dose activity change, negative = inhibition, usual class: inhibitors; also: potency is read from the fitted curve at half-maximal effect; % is scaled to controls: 0 for no effect and ±100 for the full control effect
#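 Compounds incubated with erythrocytes infected by luciferase-expressing P. falciparum (2% hematocrit, 0.05% parasitemia final) for 96 hours, 37 C in 5% CO2. Growth inhibition scored as decreased luciferase luminescence.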
# Pf growth 48h: Primary qHTS for delayed death inhibitors of the malarial parasite plastid, 48 hour incubation | Potency, µM (top dose mostly 28.7 µM), for inactives: top-dose activity change, negative = inhibition, usual class: inhibitors | 5.9% of 310,000 active | P. falciparum luciferase growth in erythrocytes, 48 h | AID 504832, 2011; also: potency is read from the fitted curve at half-maximal effect; % is scaled to controls: 0 for no effect and ±100 for the full control effect
#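 In quantitative HTS format, infected erythrocytes bearing luciferase-reporter parasites were treated for a single generation at 37 C. Luminescence after adding detection reagent served as the growth measure.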
# Giardia FBPA inh: qHTS Assay for Inhibitors of Fructose-1,6-bisphosphate Aldolase from Giardia Lamblia. A8B2U2. purified Giardia FBPA. Potency, µM (highest dose often 59.6 µM), for the others: at the highest dose activity, negative = inhibition, most hits filed as inhibitors. 0.71% of 290,000 active; also: potency is read from the fitted curve at half-maximal effect; % is scaled to controls: 0 for no effect and ±100 for the full control effect; nearly all actives have a fitted effect of over 55% in size
# Target sequence (A8B2U2 whole entry, looked up): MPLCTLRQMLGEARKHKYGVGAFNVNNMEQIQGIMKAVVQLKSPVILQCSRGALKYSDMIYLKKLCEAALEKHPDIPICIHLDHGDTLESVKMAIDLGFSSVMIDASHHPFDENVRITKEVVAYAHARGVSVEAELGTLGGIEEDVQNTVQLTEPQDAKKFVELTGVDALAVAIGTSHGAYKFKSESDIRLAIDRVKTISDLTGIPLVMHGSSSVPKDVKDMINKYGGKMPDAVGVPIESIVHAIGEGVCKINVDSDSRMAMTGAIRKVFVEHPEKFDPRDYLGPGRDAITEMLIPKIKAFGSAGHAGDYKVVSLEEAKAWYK
#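 Giardia FBPA (40 nM reagent) was preincubated 10 min at RT with compound (up to 57.5 uM final), then substrate plus GAPDH/TPI/NAD/arsenate coupling system with diaphorase/resazurin was added; resorufin fluorescence (525/598 nm) was read after 20 min.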
# Sm TGR inh: qHTS Assay for the Inhibitors of Schistosoma Mansoni Peroxiredoxins | Schistosoma mansoni thioredoxin glutathione reductase (TGR), Q962Y6 | purified TGR, DTNB reduction, TNB absorbance 405 nm | Potency, µM (highest dose often 114 µM), for inactives: at the highest dose activity change, negative = inhibition, most hits filed as inhibitors | 3% of 360,000 active | AID 485364, 2010; also: potency is read from the fitted curve at half-maximal effect; % is scaled to controls: 0 for no effect and ±100 for the full control effect; nearly all actives have a fitted effect of over 60% in size
#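 Kinetic colorimetric format: TGR-catalysed, NADPH-driven DTNB reduction monitored via TNB absorbance. Enzyme dispensed at 20 nM; compound exposure 15 min at room temperature before reaction start.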
# An asterisk follows results filed as active; ? = inconclusive; · = no result given; [ ] = remark or other dose. Unless noted, calls follow the shape of the dose curve; as a rule, active = well fitted curve in the direction sought with a large enough effect; inconclusive = small, poorly fitted or top-dose-only effect, or another doubt; inactive = no such curve, though single readings can be large; an effect the other way counts as inactive or inconclusive.
1. CN1CCN(C(=O)CCN2C(=O)S/C(=C/c3ccc(Cl)cc3)C2=O)CC1
2. O=C(Nc1ccc2nc(-c3cccnc3)[nH]c2c1)c1ccco1
3. Cc1cc(C)c(-c2c(O)c3c(n(C)c2=O)CC(C)(C)CC3=O)c(C)c1
4. OC(COc1ccc(OCc2ccccc2)cc1)CN1CCOCC1 (configuration not stated)
5. Cc1ccc2nc(N3CCC(C(=O)NC4CCCCC4)CC3)sc2c1
6. CC1=C([N+](=O)[O-])C(c2ccc(Cl)cc2)NC(=O)N1 (configuration not stated)

Screen / compound no. | 1 | 2 | 3 | 4 | 5 | 6
Shiga toxin inh | 21 | 7 | -4 | 36 | -2 | 18
Cycloheximide cs | 5 | 11 | -3 | 20* | -9 | -3
Pf growth 96h | 23% | ? | 5.9µM* | · | ? | ?
Pf growth 48h | ? | 0% | ? | 18% | -15% | -173%
Giardia FBPA inh | 2% | -7% | 5% | -2% | · | 10%
Sm TGR inh | · | -25% | -12% | 6% | -1% | 6%

7. CC(c1ccccc1)N1C(=O)NC(NC(=O)C(C)(C)C)(C(F)(F)F)C1=O (configuration not stated)
8. COc1ccc(-c2ccc3c(N)c(C(=O)NC(C)C)sc3n2)cc1OC
9. C=CCNc1nnc(SCC(=O)N2CCCCC2)c2ccccc12
10. Cn1cc(CCNC(=O)CCc2nnc(CCCCc3ccccc3)o2)cn1
11. C=CCNCC(O)COc1ccc(C(C)=O)cc1OC (configuration not stated)
12. CCOc1ccc(Nc2cc(C)c3ccccc3n2)cc1

Screen / compound no. | 7 | 8 | 9 | 10 | 11 | 12
Shiga toxin inh | 1 | 35 | 30 | 12 | -4 | 94*
Cycloheximide cs | -3 | 14 | -2 | 1 | 3 | 49*
Pf growth 96h | 13% | ? | 32%[activator] | 397%[activator] | ? | ?
Pf growth 48h | -13% | ? | -22% | -11% | ? | -22%
Giardia FBPA inh | 1% | -12% | ? | 3% | ? | 12%
Sm TGR inh | -7% | -2% | 0% | · | -17% | 7%

# Compound profiles (already shown). Order of screens: Shiga toxin inh | Cycloheximide cs | Pf growth 96h | Pf growth 48h | Giardia FBPA inh | Sm TGR inh
# Record of C=CCNc1nnc(SCC(=O)N2CCCCC2)c2ccccc12 : 30 | -2 | 32%[activator] | -22% | ? | 0%
# Record of CC(c1ccccc1)N1C(=O)NC(NC(=O)C(C)(C)C)(C(F)(F)F)C1=O (configuration not stated) : 1 | -3 | 13% | -13% | 1% | -7%
# Record of Cn1cc(CCNC(=O)CCc2nnc(CCCCc3ccccc3)o2)cn1 : 12 | 1 | 397%[activator] | -11% | 3% | ·

# Other records:
13. Nc1[nH]nc2nc(-c3ccccc3)[nH]c(=O)c12
14. CCOC(=O)c1c(C)n(-c2ccc(C)cc2)c2ccc(OCC(O)CNCCCO)cc12 (configuration not stated)
15. Cc1ccc(CSc2nnc(NC(=O)C3COc4ccccc4O3)s2)cc1 (configuration not stated)
16. Cc1ccc(OCCCC(=O)Nc2ccc(Br)cc2)cc1
17. CCCC12CN3CC(C)(CN(C1)C3c1ccc3c(c1)OCO3)C2=O (configuration not stated)
18. Cc1ccc(C(=O)NNc2ncnc3c2cnn3C)cc1

Screen / compound no. | 13 | 14 | 15 | 16 | 17 | 18
Shiga toxin inh | -3 | -10 | -3 | -7 | -13 | 17
Cycloheximide cs | -4 | -8 | 2 | -2 | 0 | 2
Pf growth 96h | 4% | 116%[activator] | 0% | 31%[activator] | · | 54%[activator]
Pf growth 48h | 64%[activator] | ? | 12% | 29% | -17% | 23%
Giardia FBPA inh | 5% | 0% | 20% | 0% | 7% | -5%
Sm TGR inh | -17% | 0% | -22% | 5% | 5% | 2%

19. Cc1ccc(S(=O)(=O)N2CCCC(C(=O)O)C2)s1 (configuration not stated)
20. COc1ccc(N2CC(NS(=O)(=O)c3cccnc3)CC2=O)cc1OC (configuration not stated)
21. COc1ccccc1C1(O)CC2CCC(C1)N2S(=O)(=O)c1ccc(C(C)=O)cc1 (configuration not stated)
22. Nc1nc(N2CCN(C(=O)c3ccco3)CC2)nc2ccc(Br)cc12
23. NC(=O)COc1cccc(/C=N/NC(=O)c2ccc(-n3cccc3)cc2)c1
24. COc1ccc(CCNc2ccc(C(CC(N)=O)NC(=O)c3ccccc3)cc2[N+](=O)[O-])cc1 (configuration not stated)

Screen / compound no. | 19 | 20 | 21 | 22 | 23 | 24
Shiga toxin inh | 14 | · | -6 | 50* | -3 | -6
Cycloheximide cs | -3 | · | -2 | 25* | 8 | -5
Pf growth 96h | 20% | 42%[activator] | -7% | 34%[activator] | 5% | ?
Pf growth 48h | · | 40%[activator] | ? | 35%[activator] | -3% | ?
Giardia FBPA inh | 6% | · | -1% | -18% | 3% | 1%
Sm TGR inh | 0% | 5% | -2% | 45µM* | 6% | 4%

25. Oc1ccccc1-c1cc(-c2ccc(F)cc2)n[nH]1
26. Cn1c(CNC(=O)C(Cc2ccccc2)NC(=O)c2ccccc2F)cc(=O)n(C)c1=O (configuration not stated)
27. C/C(=C\c1ccccc1)C(=O)Nc1ccc(Cl)cn1
28. CCC1CCCCN1CCN1C(=O)C2C(C(=O)Nc3cccc(OC)c3)C3C=CC2(O3)C1C(=O)NC1CCCCC1 (configuration not stated)
29. CC(=O)Nn1c(COc2ccccc2C)nc2ccccc2c1=O
30. COc1ccc(CN(C)C(=O)C2CCN(S(=O)(=O)c3cccs3)CC2)cc1F

Screen / compound no. | 25 | 26 | 27 | 28 | 29 | 30
Shiga toxin inh | · | 1 | 95* | 11 | -8 | ·
Cycloheximide cs | 30* | -5 | 39* | -6 | -4 | ·
Pf growth 96h | ? | 4% | 310%[activator] | -17% | 18% | ?
Pf growth 48h | 62%[activator] | 4% | 81%[activator] | 8.3µM* | 20% | ?
Giardia FBPA inh | 12% | 6% | 8% | 9% | 1% | ·
Sm TGR inh | -9% | 3% | -21% | -33% | 30% | -4%

31. Cc1ccccc1-c1nc(CN2CCC(C(=O)NCCCN3CC(C)CC(C)C3)CC2)c(C)o1 (configuration not stated)
32. CC1Cc2ccccc2N1C(=O)CCn1c(=O)sc2ccccc21 (configuration not stated)
33. Cc1cc(C)n(CC(O)COc2ccccc2)n1 (configuration not stated)
34. COc1ccc(C(=O)COC(=O)COc2cccc3c2OC(C)(C)C3)c(OC)c1
35. CN1CCC2(CC1)N=C(c1ccc(F)cc1)C(=S)N2
36. CC(=O)Oc1ccccc1C1=NN(C(=O)/C=C/c2ccccc2)C(c2ccccc2)C1 (configuration not stated)

Screen / compound no. | 31 | 32 | 33 | 34 | 35 | 36
Shiga toxin inh | -11 | 59 | -21 | · | 7 | -5
Cycloheximide cs | -4 | 12* | -1 | · | 2 | 0
Pf growth 96h | 220%[activator] | ? | 0% | -1% | ? | ?
Pf growth 48h | ? | ? | ? | 22% | -18% | ?
Giardia FBPA inh | 7% | -12% | 3% | · | ? | -2%
Sm TGR inh | 8% | 11% | 32% | 5% | 4% | 4%

37. CC1C(=O)N2CCCc3cc(NC(=O)C(=O)NCc4cccnc4)cc1c32 (configuration not stated)
38. CN1CCN(Cc2cccc(Oc3ccccc3)c2)CC1
39. CC(C)OCCCNC(=S)N1CCC(C(=O)c2ccc3c(c2)OCCO3)CC1
40. COC(=O)CN1C(=O)C(C)=C(c2ccc(C)cc2)S1(=O)=O
41. O=C1/C(=C/c2cccs2)COc2ccccc21
42. CCN(Cc1ccncc1)Cc1ccc(OC)cc1OC

Screen / compound no. | 37 | 38 | 39 | 40 | 41 | 42
Shiga toxin inh | · | 0 | -16 | -2 | 93* | 13
Cycloheximide cs | · | 8 | -3 | 0 | 34* | 1
Pf growth 96h | ? | ? | ? | 23% | 23% | -18%
Pf growth 48h | ? | · | -21% | 19% | 24% | -2%
Giardia FBPA inh | · | -13% | -5% | 0% | 8% | ?
Sm TGR inh | 0% | -26% | -9% | -1% | -4% | ?

43. S=c1nc(COc2ccccc2)[nH]c2ccccc12
44. CCS(=O)(=O)N1CCN(S(=O)(=O)c2ccc3ccccc3c2)CC1
45. O=C(NC(Nc1nc2ccc([N+](=O)[O-])cc2s1)(C(F)(F)F)C(F)(F)F)c1ccccc1Cl
46. COc1cc(OC)cc(C(=O)Nc2nc(CC(=O)NCc3ccccc3OC)cs2)c1
47. N#C/C(=C/c1ccc(OCc2ccc(C(=O)O)cc2)c(Br)c1)c1cccc(F)c1
48. O=C(NCC1CCCO1)c1cccc(NC(=O)c2ccc(Br)cc2)c1 (configuration not stated)

Screen / compound no. | 43 | 44 | 45 | 46 | 47 | 48
Shiga toxin inh | 116* | 5 | -9 | · | 19 | 40
Cycloheximide cs | 58* | -4 | -4 | · | 12 | 11
Pf growth 96h | ? | -17% | 0.93µM* | ? | ? | 33%[activator]
Pf growth 48h | ? | 0% | 1.5µM* | ? | 7% | -12%
Giardia FBPA inh | 16% | 21% | 0% | · | 13% | 1%
Sm TGR inh | -21% | ? | 3% | 6% | 2% | 6%

49. CCOc1ccc(S(=O)(=O)Nc2cc(Cl)ccc2O)cc1
50. CCOc1ccccc1N1CN(C2CCCCC2)CNC1=S
51. COc1cc(/C=C/c2nnc3c4ccccc4ncn23)cc(OC)c1OC
52. COc1cccc(-c2nc(CS(=O)(=O)CC(=O)Nc3ccccc3C)c(C)o2)c1
53. O=C(N/N=C/c1cccc([N+](=O)[O-])c1)c1cc[n+](CCO)cc1
54. O=C(Cc1ccccc1Cl)NCCCn1ccnc1

Screen / compound no. | 49 | 50 | 51 | 52 | 53 | 54
Shiga toxin inh | -4 | 1 | 14 | -4 | -11 | -12
Cycloheximide cs | -5 | -2 | 14* | -3 | 4 | -1
Pf growth 96h | 16% | ? | ? | 0% | 28% | 19%
Pf growth 48h | -25% | ? | 9.3µM* | -9% | 82%[activator] | 8%
Giardia FBPA inh | 0% | 3% | -14% | 0% | ? | 4%
Sm TGR inh | -23% | 8% | -4% | -31% | 2% | -3%

# Limited to Shiga toxin inh (four entries from above):
entry	Molecule	Shiga toxin inh
49	CCOc1ccc(S(=O)(=O)Nc2cc(Cl)ccc2O)cc1	-4
50	CCOc1ccccc1N1CN(C2CCCCC2)CNC1=S	1
51	COc1cc(/C=C/c2nnc3c4ccccc4ncn23)cc(OC)c1OC	14
52	COc1cccc(-c2nc(CS(=O)(=O)CC(=O)Nc3ccccc3C)c(C)o2)c1	-4

# The list continues:
55. COc1ccc(C(=O)Nc2cccc(OC(=O)c3ccco3)c2)cc1
56. CN(C)S(=O)(=O)n1cc(/C=C(\NC(=O)c2ccccc2F)C(=O)N2CCOCC2)c2ccccc21
57. COc1ccccc1-n1c(SCC(=O)N2CCCCC2)nc(O)c(Cc2ccccc2)c1=O
58. NC(=O)c1cc(NC(=O)c2cc(Br)c(Br)s2)cc(C(N)=O)c1
59. Cc1cccc(N2C(=O)/C(=C/c3ccc(N4CCN(C)CC4)o3)C(=O)NC2=S)c1C
60. Nc1nonc1-n1nnc(C(=O)N/N=C/c2ccc(OCc3ccccc3)cc2)c1CNc1ccccc1
61. CCCCn1c(N)c(N(CC)C(=O)C2COc3ccccc3O2)c(=O)[nH]c1=O (configuration not stated)
62. CCOCCCNC(=S)Nc1ccc2nc(N3CCN(CC)CC3)cc(C)c2c1

Screen / compound no. | 55 | 56 | 57 | 58 | 59 | 60 | 61 | 62
Shiga toxin inh | 44 | -7 | -6 | -4 | -7 | 17 | · | 5
Cycloheximide cs | 20* | 1 | -4 | -2 | 8 | -2 | · | -1
Pf growth 96h | -26% | 32%[activator] | -29% | 8.3µM* | -90% | ? | -8% | 6%
Pf growth 48h | 75%[activator] | 7% | -1% | -15% | ? | -15% | 7% | -8%
Giardia FBPA inh | -11% | -4% | · | 1% | -22% | · | · | 9%
Sm TGR inh | 8% | -3% | 2% | 5% | -25% | 1% | -13% | 50µM*
